G9a inh = blocks human histone lysine methyltransferase G9a; Q96KQ7; G9a H3K9 monomethylation, AlphaScreen, 2 h; Potency, µM (doses to about 102 µM), for inactives: at the top dose activity, negative = inhibition, usual class: inhibitors; AID 504332; hit rate 8.8% among 350,000; also: % is scaled to controls: 0 for no effect and ±100 for the full control effect; nearly all actives have a fitted effect of over 75% in size
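Step 1: enzyme (final 20 nM) with compound, 15 min RT. Step 2: substrate peptide 500 nM and SAM 20 uM, 2 h RT. Step 3: anti-H3K9me1 antibody and AlphaScreen beads, 10 min, then plate read.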
HP1b chromo inh = blocks HP1-beta chromodomain binding to methylated histone tails. P83916. AlphaScreen HP1-beta / biotin-H3K9me3 peptide binding. Potency, µM (series often up to 114 µM), for the others: top-dose activity change, negative = inhibition, usual class: inhibitors. hit rate 0.56% among 390,000; also: nearly all actives have a fitted effect of over 70% in size; inactives centre near 23
Target sequence (P83916 whole entry, looked up): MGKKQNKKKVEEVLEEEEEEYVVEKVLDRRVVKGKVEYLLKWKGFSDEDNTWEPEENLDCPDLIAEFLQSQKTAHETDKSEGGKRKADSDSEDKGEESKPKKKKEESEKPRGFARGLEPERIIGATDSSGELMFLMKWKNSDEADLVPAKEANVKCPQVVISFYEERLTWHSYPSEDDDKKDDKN
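AlphaScreen: HP1-beta (50 nM) preformed 30 min with biotin-H3(1-18)K9me3 peptide (50 nM) in PBS pH 7.4, 0.01% Tween-20. Compound added for 30 min at RT, then streptavidin donor/nickel chelate acceptor beads (10 ug/mL) for 30 min.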
POLI inh = blocks human DNA polymerase iota activity; Potency, µM (titrated, usually from 115 µM), for inactives: at the highest dose activity, negative = inhibition, usual class: inhibitors; hit rate 1% among 390,000; Q9UNA4; Pol iota fluorescent replication assay, 10 min; AID 588590
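Fluorescent replication assay read twice, at 0 min and 10 min after adding 50 nM (final) substrate. Enzyme (10 nM) and compounds were first incubated 15 min at room temperature; enzyme-free buffer wells were negative controls.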
BAZ2B block = inhibitors of human BAZ2B bromodomain | AlphaScreen BAZ2B-H3K14Ac peptide displacement | AID 504333 | Potency, µM (highest dose often 114 µM), for inactives: at the highest dose activity change, negative = inhibition, hits mostly inhibitors | Q9UIF8 | hit rate 4.4% among 360,000; also: % is scaled to controls: 0 for no effect and ±100 for the full control effect; nearly all actives have a fitted effect of over 60% in size
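Protein-peptide AlphaScreen: BAZ2B 50 nM, b-H3K14Ac 50 nM, 1x PBS pH 7.4 + 0.01% Tween-20. Preincubation 30 min RT; cpd 30 min RT (top 110 uM); beads 20 min RT, light-protected.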
BLM helicase inh = blocks DNA unwinding by human BLM helicase; Potency, µM (titrated, usually from 56.1 µM), for the others: at the highest dose activity change, negative = inhibition, hits mostly inhibitors; recombinant BLM DNA unwinding, fluorescence dequenching; hit rate 0.2% among 350,000; P54132; AID 2528;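 also: plate controls were vehicle for no effect and no enzyme for full effect; nearly all actives have a fitted effect of over 35% in size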
GLS inhibitor = inhibitors of human glutaminase (GLS); GLS enzymatic activity, qHTS titration; AID 624170; Potency, µM (doses to about 45.5 µM), inactives show at the highest dose activity change, negative = inhibition, usual class: inhibitors; hit rate 0.21% among 410,000; also: % is scaled to controls: 0 for no effect and ±100 for the full control effect
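Compounds were pin-transferred onto hKGA, after which L-glutamine (1 mM solution) and a detection mix of glutamate oxidase, HRP and Amplex Red were added. Initial and 30 min RT fluorescence reads were collected.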
Pin1 inhibitor = human Pin1 inhibition | Pin1 FP peptide displacement, HiFluor488, 10 min | Potency, µM (top dose mostly 115 µM), inactives show top-dose activity, negative = inhibition, usual class: inhibitors | hit rate 0.009% among 390,000 | AID 504891; active = well fitted inhibition curve with a large enough effect in the polarisation, with a control signal flat, not every such curve was filed as active; inconclusive = small, poorly fitted or top-dose-only effect, or effect the other way, or a change in a side signal; inactive = no such curve, though single readings can be large or run the other way; the % refers to the polarisation; also: % is scaled to controls: 0 for no effect and ±100 for the full control effect
Target sequence (Q13526 whole entry, looked up): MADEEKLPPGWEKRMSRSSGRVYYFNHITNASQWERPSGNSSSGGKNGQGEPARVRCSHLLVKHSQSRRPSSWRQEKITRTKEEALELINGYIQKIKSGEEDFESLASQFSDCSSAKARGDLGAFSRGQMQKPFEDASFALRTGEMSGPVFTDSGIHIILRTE
PGK inhibitor = blocks T. brucei phosphoglycerate kinase; AID 602233; PGK/GAPDH coupled, Kinase-Glo luminescence, 60 min; hit rate 0.043% among 380,000; P07378; Potency, µM (series often up to 57.5 µM), for inactives: at the top dose activity change, negative = inhibition, most hits filed as inhibitors; also: % is scaled to controls: 0 for no effect and ±100 for the full control effect; nearly all actives have a fitted effect of over 60% in size
Target sequence (P07378 whole entry, looked up): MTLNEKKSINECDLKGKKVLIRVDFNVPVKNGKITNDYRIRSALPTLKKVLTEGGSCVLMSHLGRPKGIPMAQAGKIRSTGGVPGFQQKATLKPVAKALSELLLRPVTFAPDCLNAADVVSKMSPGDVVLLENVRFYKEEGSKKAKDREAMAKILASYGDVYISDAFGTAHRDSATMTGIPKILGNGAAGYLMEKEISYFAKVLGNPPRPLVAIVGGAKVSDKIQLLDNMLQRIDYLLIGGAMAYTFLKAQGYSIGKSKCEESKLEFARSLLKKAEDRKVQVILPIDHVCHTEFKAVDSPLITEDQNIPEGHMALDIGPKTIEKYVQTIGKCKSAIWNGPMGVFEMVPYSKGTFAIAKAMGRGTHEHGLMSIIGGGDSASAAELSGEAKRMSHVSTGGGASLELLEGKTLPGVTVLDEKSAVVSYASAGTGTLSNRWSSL
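Luminescent ATP detection (Kinase-Glo Plus) follows a 60-minute room-temperature incubation, with wells lacking PGK as controls. Buffer: 100 mM TEA (pH 7.6), 5 mM MgCl2, 0.01% Tween-20. Coupling enzyme GAPDH (100 nM final) supplies unstable 1,3-BPG in-well.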
JMJD2A Tudor inh = JMJD2A Tudor domain (human) inhibition; O75164; AlphaScreen JMJD2A-Tudor / H3K4me3 peptide binding; Potency, µM (highest dose often 114 µM), inactives show at the top dose activity change, negative = inhibition, hits mostly inhibitors; hit rate 4.4% among 390,000; AID 504339; also: % is scaled to controls: 0 for no effect and ±100 for the full control effect; nearly all actives have a fitted effect of over 50% in size
* hit, by the source's call; i = inactive; ? = inconclusive; / = not tested or not shown; & = joins results of further samples; [ ] = dose if it differs, or a comment. Unless noted, calls follow the shape of the dose curve; as a rule, active = well fitted curve in the direction sought with a large enough effect; inconclusive = small, poorly fitted or top-dose-only effect, or another doubt; inactive = no such curve, though single readings can be large; an effect the other way counts as inactive or inconclusive. Potency is read from the fitted curve at half-maximal effect.

SMILES	G9a inh	HP1b chromo inh	POLI inh	BAZ2B block	BLM helicase inh	GLS inhibitor	Pin1 inhibitor	PGK inhibitor	JMJD2A Tudor inh
CCC1CN(C(=O)NCc2ccc(C)cc2)c2ccccc2O1 (stereo not given)	66%[activator]	49%&31%[activator]	9%&16%	-2%&-7%	-6%&-7%	-1%&8%	?	10%	28%&-14%
CC(C)Nc1nc(NNc2nc(Cl)nc(NC(C)(C)C)n2)nc(NC(C)C)n1	10%	32%	-14%	-21%	-4%	4%	3%	0%	-27%
O=S(=O)(c1c(F)cccc1F)N1CCN(Cc2c(O)ccc3ccccc23)CC1	?	47%[activator]	-10%	3%	/	2%	-2%	-2%	-9%
Cc1c(NC(=O)CSc2nnc3c4ccccc4n(CCc4ccccc4)c3n2)c(=O)n(-c2ccccc2)n1C	0%[12.7 µM]	12%	?	-25%	1%	-8%	-3%	-1%	-27%
O=C(CSc1nnc(Cc2cccs2)n1-c1ccccc1)Nc1ccc2c(c1)OCCO2	8%[59 µM]	11%	7%	-10%	-5%	10%	0%	-10%	?
O=S(=O)(Nc1ccc2c(c1)OCCO2)c1cccc(F)c1	-5%[59 µM]	32%	42%[activator]	-3%	-7%	7%	1%	i	-7%
COCCNC(=O)CN(C(=O)Cn1nnc2ccccc21)c1ccccc1C	-36%	39%	8%	-1%	2%	-7%	1%	-3%	13%
COc1cc(CN2CCNC(=O)C2CC(=O)N(C)CCC2CCOCC2)cc(OC)c1 (stereo not given)	-2%[0.501 µM]	22%	-3%	-8%	-8%	40%[activator]	-1%	1%	?
Clc1ccc(-c2cn(-c3ccccc3)c3[n+]2CCS3)cc1	-7%	35%	58%[activator]	-2%	7%	-1%	1%	17%	-3%
N#Cc1ccc(/C=C/C(=O)c2ccco2)cc1	14µM*	32%	?	-3%	8%	-1%	0%	-3%	-1%
COc1ccc(C2c3ccc4ccccc4c3Oc3ncn(CCN4CCOCC4)c(=N)c32)cc1 (stereo not given)	/	4%	7%	?	-7%	4%	6%	-6%	?
CCOc1ccc(C(=O)OCC(=O)Nc2cccc(S(=O)(=O)N3CCCC3)c2)cc1	17%[59 µM]	1%	-8%	-1%	/	-1%	3%	0%	-24%
COc1ccc(CN2C(=O)c3cccnc3C2=O)cc1S(=O)(=O)N1CCCCC1	-29%	9%[57 µM]	-11%	?	0%	-13%	-13%	0%	-15%
S=c1[nH]nc(Cn2nnc3ccccc32)n1-c1ccccc1	32µM*	35%	103%[activator]	-16%	3%	42%[activator]	2%	0%	6.3µM*
CC(=O)c1c(C)[nH]c(C(=O)OCC(=O)NCC(C)C)c1C	13%	8%	78%[activator]	?	-2%	2%	-1%	-1%	-16%
N#C/C(C(N)=O)=C1/SC=C(c2ccccc2)N1c1ccccc1	?	15%	79%[activator]	-10%	-3%	-10%	-8%	-8%	-6%
O=C(CCNC(=O)C1CCN(S(=O)(=O)c2ccc(F)cc2)CC1)NCCc1cccc(F)c1	60%[activator]	31%	30%	-2%	0%	2%	-4%	2%	-1%
CCOC(=O)c1[nH]cnc1C(=O)NC(C)C	?	-8%	26%	-37%	0%	2%	4%	-5%	35µM*
COc1cc(NC(=O)N2CCC3(CC2)Nc2cc(F)ccc2-n2cccc23)cc(OC)c1OC	-33%[59 µM]	-13%[57 µM]	1%	?	-10%	-24%	2%	-5%	?
CCC(C)[C@H](NC(=O)N1CC(=O)Nc2ccccc21)C(=O)Nc1nccs1 (stereo not given in full)	28%	22%	14%	1%	-2%	2%	-5%	5%	-8%
CN(C(=O)c1cccc(N2C(=O)C3CC=CCC3C2=O)c1)C1CCCCC1 (stereo not given)	50µM*	13%	20%	-10%	-1%	-1%	-3%	-5%	-19%
O=C(Nc1ccccc1)N1CCc2ccccc2C1	-3%[59 µM]	-5%	-2%	28%	-13%	-12%	2%	-6%	-1%[11.4 µM]
O=C(O)CS(=O)(=O)c1ccc(C(F)(F)F)cn1	23%	-6%	-4%	-3%	-3%	-10%	-2%	-8%	-16%
Cc1ccc(-n2ncc(C(=O)N3CCN(C4CCCCC4)CC3)c2C2CCN(C(=O)OC(C)(C)C)CC2)cc1C	-1%[59 µM]	21%	19%	6%[57.1 µM]	-1%	6%	1%	2%	-13%
Cc1ccc(CNC(=O)c2cc(C)nc3c2c(C)nn3-c2ccc(C)cc2)cc1	-3%[59 µM]	32%	22%	10%[57.1 µM]	3%	-4%	-2%	-5%	2%
SMILES	G9a inh	HP1b chromo inh	POLI inh	BAZ2B block	BLM helicase inh	GLS inhibitor	Pin1 inhibitor	PGK inhibitor	JMJD2A Tudor inh
Cc1nc2sc(C(c3cccc(F)c3)N3CCC(O)CC3)c(O)n2n1 (stereo not given)	-11%[12.7 µM]	43%[activator]	10%	1%	-3%	-3%	-1%	-6%	-4%
COc1ccc(CNc2nc(SCc3ccc(Cl)cc3)nc3ccccc23)cc1	-5%[59 µM]	29%	34%[activator]	-1%	-7%	-12%	2%	5%	-12%
CC(NC(=O)COC(=O)c1cn(-c2ccccc2)nc1-c1cccs1)c1ccccc1 (stereo not given)	-29%[59 µM]	26%	?	-38%	-11%	3%	48%[activator]	4%	?
CCN(Cc1nc(-c2ccccc2)no1)C(=O)c1ccoc1C	-3%	10%	101%[activator]	-11%	-4%	-5%	0%	i	-14%
COc1ccc(NC(=O)C23CCC(C)(C(=O)O2)C3(C)C)cc1 (stereo not given)	2%[12.7 µM]	17%	?	11%	-2%	11%	-3%	/	-15%
COc1ccc(C(=O)C(C)OC(=O)CN2C(=O)c3ccccc3C2=O)cc1 (stereo not given)	/	11%[57 µM]	12%	/	/	5%	1%	5%	-7%
COC(=O)CSc1nc2ccccc2nc1SCC(=O)OC	?	77%	19%	5%	-7%	-13%	-1%	-5%	7%
Cc1ccc2c(c1)C(Cc1ccccc1F)C(=O)N2 (stereo not given)	-10%[59 µM]	11%	3%	-19%	-2%	-12%	5%	-6%	-7%
CS(=O)(=O)c1ccc(C(=O)OCC(=O)NCc2cccs2)cc1[N+](=O)[O-]	/	36%	?	/	/	-3%	6%	5%	-7%
COc1ccccc1C1=NOC(C)(c2nnc(Cc3ccccc3)o2)C1 (stereo not given)	8%[12.7 µM]	55%[activator]	-8%	8%	/	1%	6%	i	-9%
CCOC(=O)c1cccc(NC(=O)c2cc(-c3ccc(Cl)s3)nc3ccccc23)c1	-34%[59 µM]	26%	11%	6%	-3%	0%	1%	-5%	-4%
CC(=O)OCN(C#N)c1nc(N(C)C)nc(N(C)C)n1	1%	44%[activator]	20%	3%	-1%	-6%	-6%	i	-6%
Cc1ccc(NCc2cccn2-c2nnc(N3CCC(C(=O)NC(C)C)CC3)s2)cc1	10%[59 µM]	6%	?	8%	-13%	-13%	?	/	-33%
O=C(O)CSc1ccnc2cc(Cl)ccc12	56µM*	19%	71%[activator]	-4%	-4%	4%	1%	i	-11%
COCCn1c(C)cc(C(=O)COC(=O)c2n[nH]c3ccccc23)c1C	?	-7%	8%	?	-5%	3%	1%	-6%	?

Source: PubChem

The list is partial. The share of hits here may be higher or lower than overall.
